Pf Dd2 inh: inhibitors of Plasmodium falciparum Dd2 growth | P. falciparum Dd2 growth, SYBR Green, 72 h | Potency, µM (series often up to 28.9 µM), for the others: at the top dose activity, negative = inhibition, usual class: inhibitors | hit rate 4.3% among 120,000 | AID 1347417; active = well fitted inhibition curve with a large enough effect; inconclusive = small, poorly fitted or top-dose-only effect; inactive = no such curve, though single readings can be large or run the other way;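 also: plate controls were DMSO vehicle for no effect and reference drug for full effect; nearly all actives have a fitted effect of over 65% in size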
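Readout: SYBR Green fluorescence, 485 nm excitation, 535 nm emission, after ~16 h lysis at 37C. Before that, Dd2-infected red cells (2.5% hematocrit) grew 72 h with compound, 29 uM top final concentration.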
The depositor's hits bear a star; i = inactive; ? = inconclusive; [ ] = another dose, or the depositor's remark. Potency is read from the fitted curve at half-maximal effect. Not all compounds are listed; rates above refer to the full screens.

SMILES | Pf Dd2 inh
CCCNC(=O)OC[C@H]1C[C@@H]2CCN1C[C@@H]2c1cc(-c2ccccc2)nn1C | i
COc1cc(-c2nc3ccccn3c2Nc2ccccc2C)ccc1O | ?
Cc1ccccc1NC(=O)N1CCC(CCNC(=O)c2ccnn2C)CC1 | 5.5%
CC(=O)Nc1c(C)nn(-c2ccccc2)c1N1CCC(C(=O)Nc2cc(Cl)ccc2C)CC1 | -27.5%
Cc1ccc(S(=O)(=O)Nc2ccc(C)n(CC(=O)Nc3ccc(C)cc3C)c2=O)cc1 | 33.0%[activator]
Cc1ccc(-n2ncc(C(=O)NCc3ccccn3)c2C2CCN(C(=O)OC(C)(C)C)CC2)cc1C | -2.7%
COc1ccccc1NC(=O)Cn1nnc(C(=O)NCc2ccc3c(c2)OCO3)c1N | 6.4%
CS(=O)(=O)N1CCC(C2CCN(C(=O)Cc3ccccc3F)C2)CC1 (stereo unspecified) | -16.5%
CC(C)Oc1ccc(C(=O)N2CCCN(S(C)(=O)=O)c3ccccc32)cc1 | i
O=C(c1ccc2c(c1)N(Cc1ccccc1F)C(=O)c1ccccc1S2(=O)=O)N1CCc2ccccc21 | ?
Cn1cccc1-c1nc(-c2nnn3c2COC(c2ccc(Cl)cc2)C3)no1 (stereo unspecified) | 51.6%[activator]
OC(c1cccc(C(F)(F)F)c1)c1nc(Nc2cccnc2)n[nH]1 (stereo unspecified) | -9.5%[44.1 µM]
O=C(C1CC(=O)N(C2CC2)C1)N1CCCN(Cc2ccccn2)CC1 (stereo unspecified) | -11.5%
CCCCOc1ccc(Cn2c(=O)oc3ccccc32)cc1 | i
Cc1cc2nc3n(c(=O)c2n1CC(=O)NC1CCCCC1)CCCC3 | -20.4%
CCc1nccc(-c2c(-c3ccccc3)ncn2CCN2CCCCC2CO)n1 (stereo unspecified) | ?
COc1ccc(NC(=O)c2sc3nc4c(cc3c2N)CN(C(C)C)CC4)c(OC)c1 | ?
CN(CCC1CCOCC1)C(=O)c1ccc(OC2CCN(C(=O)C3CC3)CC2)cc1 | -25.7%
O=C(CC(c1cccs1)N1Cc2ccccc2C1=O)Nc1ccc(F)c(F)c1 (stereo unspecified) | 11.6%
Cc1cc(C)nc(NS(=O)(=O)c2ccc(NC(=O)c3nc(SC(C)C)ncc3Cl)cc2)n1 | i
O=C(NCCN1CCCCC1)C1Cn2cccc2C(=O)N1Cc1ccccc1 (stereo unspecified) | -22.8%
Nc1nc(CCC(=O)N2CCC3(CCCNC3=O)C2)cs1 (stereo unspecified) | -5.1%
COc1cc(C(=O)NCc2ccc3c(c2)CCN3C(=O)c2ccncc2)cc(OC)c1OC | i
Cc1cccc(C(=O)N2C(C(=O)NC(C)c3ccccc3)COC23CCC(C)CC3)c1 (stereo unspecified) | ?
O=C(Nc1cc(F)cc(F)c1)N1CCC(CCNC(=O)C2(c3ccccc3)CC2)CC1 | -20.9%
Cc1nn(-c2ccc(C(C)C)cc2)c(C)c1[C@@H]1C=C[C@@H](NC(=O)NC2CCCCC2)C1 | 10µM*
CC(=O)NC[C@H]1Cn2ccnc2CO1 | 5.9%[76.6 µM]
COc1ccc(CCC(=O)N2CCN(C(=O)c3nnn4c3COC(c3ccc(C)cc3)C4)CC2)cc1 (stereo unspecified) | ?
COc1ccc(-c2c3c(=O)n(C)c(=O)n(C)c3c3c(-c4cccc(C)c4)nc4ccccc4n23)cc1 | 39.9%[activator]
Cc1cc(C(=O)N2CCC(C3CCN(S(C)(=O)=O)CC3)C2)nn1C (stereo unspecified) | -9.9%
COC(=O)c1scc(-c2ccc(C)cc2)c1S(=O)(=O)N1CCN(c2ccc(OC)cc2)CC1 | ?
Cc1cnc(C(=O)NC2C[C@H]3CC[C@@H](C2)N3C(=O)c2cc(F)cc(F)c2)cn1 (stereo partly specified) | i
CN1CCC(NC[C@H]2O[C@H](Cc3cc(-c4ccc(F)cc4)on3)CC[C@@H]2O)CC1 | i
Cc1ccc(C)c(N2CCN(S(=O)(=O)c3cc(C(=O)Nc4ccccc4C(F)(F)F)ccc3F)CC2)c1 | ?
Cc1ccc(C)c(NC(=O)CSc2cn(CC(=O)N3CCCC3)c3ccccc23)c1 | -14.4%
CCOc1ccccc1C(=O)N1CCC(c2nc3ccccc3o2)CC1 | -4.7%
COCCN1C(=O)CSC12CCN(C(=O)NCc1ccccc1)CC2 | 6.6%
CCOC(=O)C1(Cc2ccccc2C)CCCN(C(=O)c2cc[n+]([O-])cc2)C1 (stereo unspecified) | -20.5%
O=S(=O)(c1cccc(F)c1)N1CCC(c2nc3ccccc3s2)CC1 | i
CC1(C)[C@H](Cc2cc(CN3CCCCC3)on2)C[C@@H]1NC(=O)c1cccc(F)c1 | ?

The last three records of the section before open the next one:
SMILES | Pf Dd2 inh
CCOC(=O)C1(Cc2ccccc2C)CCCN(C(=O)c2cc[n+]([O-])cc2)C1 (stereo unspecified) | -20.5%
O=S(=O)(c1cccc(F)c1)N1CCC(c2nc3ccccc3s2)CC1 | i
CC1(C)[C@H](Cc2cc(CN3CCCCC3)on2)C[C@@H]1NC(=O)c1cccc(F)c1 | ?
O=C(O)[C@H]1C[C@H](C(=O)N2CCCC2)CN(Cc2ccncc2)C1 | 10.2%
COCCn1cnc2ccc(-c3ccccc3C)nc2c1=O | -17.2%[44.1 µM]
COc1ccc([C@H]2C[C@@H](O)[C@@H](O)[C@@H]2NCc2cnc[nH]2)cc1 | ?
COc1ccccc1-c1nnc(C2CCN(S(=O)(=O)c3ccc(F)c(C)c3)CC2)o1 | 23.0%
CCOc1ccc(NC(=O)Cn2cc(S(=O)(=O)N3CCN(c4ccccc4F)CC3)c3ccccc3c2=O)cc1 | ?
O=C(Cn1nc2c(cc1=O)CCCC2)Nc1nc2c(s1)CCCCC2 | -7.2%
CCNC(=O)N1CC(C(=O)NC(C)c2ccccc2)CC(c2ccc(F)c(C)c2)C1 (stereo unspecified) | i
CCn1cc(CN(C)C(=O)CCC[C@@H]2[C@H]3CCCN4CCC[C@@H](CN2C)[C@@H]34)c(C)n1 | i
Cc1ccc(-c2cc(N3CCCN(C(=O)Cc4ccccc4)CC3)n[nH]2)cc1C | -13.3%
CC1(C)CC(=O)c2cc(C(=O)Nc3ccc(Cl)cc3)c(=O)[nH]c2C1 | 100.9%[activator]
O=C1Cc2c(-c3ccc(CO)cc3)n[nH]c2CN1CC1CCOCC1 | 7.0%[44.1 µM]
CCc1noc(-c2cccn3c(CNC(=O)c4ccc5ccccc5n4)nnc23)n1 | ?
CCOC(=O)C1CCCN(C(=O)C2CC(c3ccccc3)CN(C(=O)c3cccc(F)c3)C2)C1 (stereo unspecified) | i
CCN(Cc1ccccc1)c1nc2c(S(=O)(=O)c3ccccc3)nnn2c2ccc(Cl)cc12 | 6.31µM*
COc1ccc(CCNC(=O)c2ccc3c(c2)N=C(C)c2cc(C)ccc2S3)cc1OC | 11.2µM*
COc1ccc(CNC(=O)C[C@@H]2C[C@H]3O[C@H](CNC4CCNCC4)[C@@H](O)[C@H]3O2)cc1 | 12.2%[44.1 µM]
COc1ccc2c(c1)c(CN1CCOCCNC(=O)CC1)cn2C(C)C | ?
COC(=O)c1ccc2c(c1)nc1n2[C@@H](CNC(=O)CC(C)(C)C)COC1 | -20.0%[44.1 µM]
CN(Cc1cn(C)c2ccccc12)C1CCc2nn(CC3CC3)c(=O)n2CC1 (stereo unspecified) | 5.01µM*
O=C(NC1C[C@H]2CC[C@@H](C1)N2C(=O)C1(c2ccccc2)CC1)c1ccc(F)cc1 (stereo partly specified) | ?
CCc1noc([C@@H]2CC(F)(F)CN2C(=O)Cc2ccccc2F)n1 | 37.8%[activator]
CC[C@H]1CN(C(=O)c2ccc(F)cc2)CC[C@H]1CC(=O)O | -16.4%[44.1 µM]
Cc1nnc(N2CCC(C(=O)NC(C)C)CC2)c2nn(-c3ccc(Cl)cc3)c(C)c12 | 26.6%
COc1ccccc1CNC(=O)C1CN(Cc2ccccc2)C(=O)N1 (stereo unspecified) | 3.5%
COc1ccccc1CCC(=O)N1CCCC2(C1)Nc1cccnc1NC2=NC1CCCC1 (stereo unspecified) | ?
Cc1noc(-c2cn(C3CCCN(C(=O)c4cccc(F)c4)C3)nn2)n1 (stereo unspecified) | i
Cc1cccc(Cn2cc(C(=O)Nc3cc(F)ccc3F)ccc2=O)c1 | 27.4%
Cc1ccc(CCNC(=O)c2ccc3c(c2)N(Cc2ccccc2F)C(=O)c2ccccc2S3=O)cc1 (stereo unspecified) | ?
CC1=C(C(=O)Nc2ccccc2)C(c2ccc(Br)cc2)n2nc(CCCO)nc2N1 (stereo unspecified) | i
COc1ccc(C(C)NC(=O)Cn2c(C)cc3nc4n(c(=O)c32)CCCCC4)cc1 (stereo unspecified) | i
O=C1N(C2CCN(S(=O)(=O)c3ccccc3)CC2)C(c2ccncc2)C12CCCCC2 (stereo unspecified) | ?
O=C(Nc1ccc2nc(SCCOc3ccccc3)sc2c1)c1ccccc1F | 2.1%
CN(C)C[C@@H]1CN(S(C)(=O)=O)C[C@H]1NC(=O)c1ccc(F)c(F)c1 | -25.1%
Cc1cc(Cn2cc3c4c(cccc42)[C@H](CC(C)C)N[C@H](C(=O)NC2CCCC2)C3)no1 | ?
Cc1nn(CC(=O)NCC2CCCO2)c(=O)c2nc(C(C)C)sc12 (stereo unspecified) | -21.8%
COc1ccc(CC(=O)N2CC[C@H]3CC(=O)N(Cc4ccc5c(c4)OCO5)CC[C@H]3C2)cc1 | 27.6%
CCOc1ccc(-c2nnc(SCC(=O)Nc3cccc(Cl)c3C)o2)cc1 | -2.4%
CCn1ccnc1C1CCCN(C(=O)c2n[nH]c3c2CN(C)CC3)C1 (stereo unspecified) | 3.4%
CNCc1cccc(Oc2ccccc2)c1 | ?
Cc1ccc(NC(=O)Cn2c(-c3ccc(F)cc3)nc(C)c(CCO)c2=O)c(C)c1 | ?
COCCn1c(=O)n([C@H]2CCCN(C(=O)c3cc(F)ccc3F)C2)c2ncccc21 | 4.4%
O=C(NCCN1CCN(c2ccccc2)CC1)Nc1ccccc1Br | ?
COc1ccc(OC)c(CNc2ncnc3onc(C)c23)c1 | ?
O=C1Nc2ccccc2C12CCN(Cc1cccnc1)C2 (stereo unspecified) | -21.1%[44.1 µM]
CCN(CCOc1ccc(C)cc1)C(=O)c1c(O)cccc1O | 10.1%
O=C(NCCC1CCN(C(=O)Nc2cc(F)ccc2F)CC1)c1cnccn1 | -15.4%
C=CCc1ccccc1OCCN(C)Cc1cc2ccc(F)cc2[nH]c1=O | ?
OC1(c2csc(CN3CCc4ccccc4C3)n2)CCN(C2CCOCC2)CC1 | i
COc1ccc(NC(=O)Nc2ccc(C)n(CC(=O)NCC(C)C)c2=O)cc1 | 2.5%
CCC1(N2CCN(S(=O)(=O)c3cc(F)ccc3C)CC2)CCN(S(C)(=O)=O)C1 (stereo unspecified) | i
O=C(Cn1c(=O)oc2cc(S(=O)(=O)NCc3ccccc3)ccc21)NCc1ccccc1Cl | 7.2%
O=C(C1CCN(c2cnn(Cc3ccccc3)c(=O)c2)C1)N1CCCC1 (stereo unspecified) | -9.0%
COc1ccc(OC)c(CNC(=O)c2cc(-c3ccc(Cl)s3)nc3ccccc23)c1 | ?
CNC(=O)[C@@H](c1ccccc1OC)N1CCC[C@H]1C(=O)NCC1CC1 | -3.6%[44.1 µM]
COc1cccc(NC(=O)Cc2ccc(NC(=O)N3CCCCc4ccccc43)cc2)c1 | 19.3%
Cc1ccc(C)c(N2CCN(S(=O)(=O)c3ccc4c(c3)CCCN4C(=O)C3CCC3)CC2)c1 | 5.9%
COc1ccc(-c2nc3c(c(SCc4cc(C)ccc4C)n2)Cc2c(CO)cnc(C)c2O3)cc1 | -8.3%
CCOc1cccc2sc(N(Cc3cccnc3)C(=O)C3CCCCC3)nc12 | ?
CCCN(CC1CCOC1)C(=O)Nc1cccc(SC)c1 (stereo unspecified) | 37.8%[activator][5.79 µM]
CNC(=O)[C@H]1C[C@H](Oc2ccccc2)CN1C(=O)c1cccc(C)c1 | -17.0%

3 records picked at random from the list so far:
SMILES | Pf Dd2 inh
Cc1noc(-c2cn(C3CCCN(C(=O)c4cccc(F)c4)C3)nn2)n1 (stereo unspecified) | i
COCCn1c(=O)n([C@H]2CCCN(C(=O)c3cc(F)ccc3F)C2)c2ncccc21 | 4.4%
CN(CCC1CCOCC1)C(=O)c1ccc(OC2CCN(C(=O)C3CC3)CC2)cc1 | -25.7%

Later entries
SMILES | Pf Dd2 inh
O=C(c1ccc(F)c(Cl)c1)N1CCC2(CC1)CN(C1CCC1)CC2CO (stereo unspecified) | ?
COCCC(=O)NC1CCN(c2cnn(CC3CC3)c(=O)c2)CC1 | -1.4%
CN(c1ccc(Cl)cc1)S(=O)(=O)c1nnc(NC(=O)C2CCCCC2)s1 | i
CCNC(=O)N1CCCC1c1noc(CCC(=O)NCc2cccc(C(F)(F)F)c2)n1 (stereo unspecified) | i
Cc1noc(-c2cccc(OC3CN(C(=O)c4cccc5[nH]ccc45)C3)c2)n1 | i[5.79 µM]
O=C(Cn1nc2c(cc1=O)CCCCC2)N1CC=C(c2c[nH]c3ccccc23)CC1 | ?
Cc1ccc(Cl)cc1NC(=O)C1CCN(c2nc3ccccc3n3cccc23)CC1 | 23.0%
O=C(Nc1ccccc1Cl)N1CCC(CN2CCCCC2)CC1 | 12.2%

Copied from the list:
In Pf Dd2 inh, `O=C(Nc1ccccc1Cl)N1CCC(CN2CCCCC2)CC1` has the entry 12.2%
In Pf Dd2 inh, `Cc1ccc(Cl)cc1NC(=O)C1CCN(c2nc3ccccc3n3cccc23)CC1` has the entry 23.0%

Structural class, the entries above containing a COOH group
SMILES | Pf Dd2 inh
O=C(O)[C@H]1C[C@H](C(=O)N2CCCC2)CN(Cc2ccncc2)C1 | 10.2%
CC[C@H]1CN(C(=O)c2ccc(F)cc2)CC[C@H]1CC(=O)O | -16.4%[44.1 µM]

Compound activity (PubChem BioAssay)
